High-throughput results as filed in PubChem BioAssay.
F508del corr: F508del CFTR correction, initial screen, CFBE line, single point. 350,000 compounds, 0.36% hits. AID 720511, 2013. CFBE cells, YFP halide quenching; stimulated with forskolin plus potentiator P3; % fluorescence drop versus neutral controls. activity (quench increase), % at 7.58 µM;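 active = mean added fluorescence quench of at least 8% versus neutral control, with both replicates also reaching 8%; inconclusive = only one of the mean or replicate conditions met; inactive = mean below 8% and not both replicates reaching 8%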;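 also: cells transiently co-express mutant CFTR-F508del with the halide-sensitive YFP; corrector assay measuring rescue of mutant channel to the surface after 24 h compound exposure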
Casp6 inh: human caspase-6 inhibitors, primary screen, biochemical, VEID-R110 fluorescence, single point, set 2 | purified caspase-6, Z-VEID-R110 cleavage fluorescence | inhibition, % at 12.5 µM | 350,000 compounds, 0.53% hits | AID 686996, 2013;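 active = mean inhibition across replicates at least about 35%, with every replicate also reaching that limit, limit read from the data; inconclusive = only one of the two criteria met; inactive = neither criterion met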;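 also: 0% = median of neutral control wells and 100% = no fluorescence left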
Target sequence (P55212 24-179 limits assumed): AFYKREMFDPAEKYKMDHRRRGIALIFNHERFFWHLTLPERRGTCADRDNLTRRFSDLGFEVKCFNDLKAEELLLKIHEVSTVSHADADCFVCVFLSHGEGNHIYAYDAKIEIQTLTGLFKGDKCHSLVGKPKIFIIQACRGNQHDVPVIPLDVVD
Target sequence (P55212 194-293 limits assumed): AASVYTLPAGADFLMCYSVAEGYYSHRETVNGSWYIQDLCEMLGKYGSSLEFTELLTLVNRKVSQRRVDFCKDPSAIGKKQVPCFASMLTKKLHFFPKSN
SIRT5 inh: SIRT5 desuccinylase inhibitors, primary screen, biochemical, fluorescence imaging, single point, set 5; inhibition, % at 15 µM; AID 652115, 2013; 330,000 compounds, 1.1% hits; Purified SirT5, succinyl-peptide AMC, trypsin-coupled fluorescence; NAD-dependent protein deacylase sirtuin-5, mitochondrial (Homo sapiens), Q9NXA8; in the data active = inhibition above about 15%; inconclusive = no clear call, values can overlap the other calls
Target sequence (Q9NXA8 whole entry, looked up): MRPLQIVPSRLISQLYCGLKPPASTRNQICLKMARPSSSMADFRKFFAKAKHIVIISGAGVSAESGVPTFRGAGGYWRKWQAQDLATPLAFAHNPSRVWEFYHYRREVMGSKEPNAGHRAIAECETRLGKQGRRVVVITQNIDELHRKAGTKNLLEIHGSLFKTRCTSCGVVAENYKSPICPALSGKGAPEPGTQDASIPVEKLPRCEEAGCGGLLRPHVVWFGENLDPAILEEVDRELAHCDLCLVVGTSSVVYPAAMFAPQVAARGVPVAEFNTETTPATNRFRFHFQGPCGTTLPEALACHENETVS
miR-122 sensor: miR-122 Renilla sensor signal increase in Huh7, primary screen, miR-122 inhibitor project, cell-based, single point, plate reader | Huh7 miR-122 Renilla luciferase sensor, 48 h; neutral wells = 0, positive control = 100 | activation (reporter increase), % at 12.5 µM | 340,000 compounds, 0.3% hits;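 active = mean replicate activation score at least 90 and every replicate individually at or above 90; inconclusive = only one of the two criteria met; inactive = neither criterion met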;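 also: higher luciferase means less miR-122 activity so hits act as miR-122 inhibitors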
DENV2 CPE rescue: inhibitors of DENV2 cytopathic effect, primary screen, cell-based, plate reader, single concentration; DENV2-infected cells, cytopathic effect rescue; CPE inhibition, % at 9.99 µM; 350,000 compounds, 1.7% hits; AID 651640, 2012; in the data active = CPE inhibition above about 20%, passing the limit was not always enough; inconclusive = no clear call, values can overlap the other calls; tested in BHK-21 cells;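 also: 0% = median of neutral control wells and 100% = median of positive control wells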
ERAP1 HTS inh: human ERAP1 aminopeptidase inhibitors, primary screen, biochemical, single point, plate reader. AID 652197, 2013. Endoplasmic reticulum aminopeptidase 1 (Homo sapiens), Q9NZ08. 340,000 compounds, 0.15% hits. recombinant ERAP1, Leu-AMC fluorescence, 60 min. inhibition, % at 10.7 µM;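 active = mean replicate inhibition of at least 30%, or all replicates individually reaching that 30% level; inactive = mean below 30% and not every replicate reaching it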;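 also: 0% = neutral control wells and 100% = L-leucinethiol positive control wells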
ERp5 block: inhibitors of ERp5-driven insulin aggregation, primary screen, biochemical, turbidity, absorbance 650 nm, single point; Protein disulfide-isomerase A6 (Homo sapiens), Q15084; AID 651711, 2012; 90 min; inhibition, % at 9.99 µM; 350,000 compounds, 0.05% hits;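 active = mean replicate inhibition above about 25%, with every replicate also reaching it, limit read from the data, passing the limit was not always enough; inconclusive = only one of those two criteria met; inactive = neither criterion met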
Target sequence (Q15084 whole entry, looked up): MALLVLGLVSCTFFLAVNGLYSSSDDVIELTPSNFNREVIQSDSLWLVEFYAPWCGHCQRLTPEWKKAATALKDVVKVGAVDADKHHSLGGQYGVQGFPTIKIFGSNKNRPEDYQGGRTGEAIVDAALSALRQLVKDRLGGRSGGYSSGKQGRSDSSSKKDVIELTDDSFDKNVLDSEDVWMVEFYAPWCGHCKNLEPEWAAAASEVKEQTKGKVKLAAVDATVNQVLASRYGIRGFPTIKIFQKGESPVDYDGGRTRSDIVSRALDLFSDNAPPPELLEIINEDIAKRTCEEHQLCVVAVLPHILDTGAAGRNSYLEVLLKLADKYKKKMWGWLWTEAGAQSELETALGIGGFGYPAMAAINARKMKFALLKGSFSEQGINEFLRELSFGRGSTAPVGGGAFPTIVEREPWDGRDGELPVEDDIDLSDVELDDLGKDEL
Starred values were filed as active, the others as inactive; u = inconclusive; x = not tested or not shown; [ ] = dose if it differs, or a comment. Outcome played no part in choosing rows. Share with any hit: about 4%.

SMILES	F508del corr	Casp6 inh	SIRT5 inh	miR-122 sensor	DENV2 CPE rescue	ERAP1 HTS inh	ERp5 block
O=S(=O)(c1cccc(-c2n[nH]c(=S)n2-c2ccc(OC(F)(F)F)cc2)c1)N1CCOCC1	1.6	-2	-4	6	0	-1	1
CCCC(=O)Nc1ccc2c(c1)OC[C@H](C)N(S(=O)(=O)c1cn(C)cn1)C[C@H](C)[C@@H](OC)CN(C)C2=O	2.8	2	4	x	-10	-2	-1
CCC(C(=O)OCC(=O)NC(=O)NC(C)(C)C)c1ccccc1 (stereo not drawn)	-0.9	-2	-1	x	-3	-6	0
C/C(=N/NC(=O)CNC(=O)c1ccco1)c1ccco1	-3.0	1	0	x	4	-3	-1
CCC(=O)N1CC2(C1)CN(C(=O)CN1CCOCC1)[C@@H](CO)c1c2c2ccc(OC)cc2n1C	0.6	0	4	x	20	-2	0
CO[C@@H]1CN(C)C(=O)c2ccc(NC(=O)c3ccno3)cc2OC[C@H](C)N(S(C)(=O)=O)C[C@@H]1C	-1.0	1	0	-13[16.7 µM]	-2	4	0
Cc1ccc(S(=O)(=O)N(C)C[C@@H]2OCCCC[C@@H](C)Oc3ccc(NC(=O)Nc4cccc5ccccc45)cc3C(=O)N([C@@H](C)CO)C[C@@H]2C)cc1	1.3	1	9	14[16.7 µM]	-11	2	-4
Cc1ccc(S(=O)(=O)N2CCN(c3ccc([N+](=O)[O-])cn3)CC2)cc1	-0.3	-5	-6	x	0	x	4
CS(=O)(=O)c1cccc(C(=O)OCCCC(=O)c2ccccc2)c1	-8.0	-1	0	-3	1	0	10
Cc1[nH]nc(NNC(=O)c2ccccc2)c1[N+](=O)[O-]	-0.3	-2	0	-7	0	x	2
CCC(C)(C)NC(=O)C(c1ccccc1Cl)N(C(=O)CCC(=O)Nc1cc(C)on1)c1ccc(NC(C)=O)cc1 (stereo not drawn)	-5.9	-1	0	x	-3	3	0
CCOc1ccc(C(=O)Cc2ccccc2)cc1	0.9	-1	-3	x	u	0	-2
Oc1c(Br)cc(/C=N/NC(=S)NCC2CCCO2)cc1Br (stereo not drawn)	1.1	1	0	x	5	7	1
Cc1ccc2cc3c(=O)n(C)cc(C=O)c3nc2c1	0.8	-15	-4	x	-3	0	-4
CCOc1ccc(OCCSc2nc3ccccc3[nH]2)cc1	-4.4	-3	-3	-2	-1	-1	-6
CN(C)CCCNC(=O)C[C@@H]1CC[C@H]2[C@@H](COC[C@H](O)CN2S(=O)(=O)c2ccc(F)cc2)O1	-0.5	-38	7	6[16.7 µM]	u	2	3
COC(=O)[C@@]12C[C@@H](CC(=O)NCCCCc3ccccc3)C(=O)N(Cc3cccc4ccccc34)C1=CCC(C)(C)C2	0.6	-1	-2	x	-6	x	3
COc1ccc(C(=O)CSc2nc(=O)n(Cc3cccnc3)c3c2CCC3)cc1	-1.3	5	3	x	4	0	-1
O=C(CN(Cc1ccc(F)cc1)C(=O)c1csnn1)NCc1ccc2c(c1)OCO2	-2.7	3	1	0	1	-8	16
CCCC(=O)Nc1ccc2c(c1)OC[C@H](C)N(C(C)=O)C[C@H](C)[C@@H](OC)CN(C)C2=O	-1.0	-1	-1	x	-9	2	-3
COC(=O)C1=C(C)N(Cc2ccccc2C(F)(F)F)C(=NCC2CC2)NC1c1ccc(C(F)(F)F)cc1 (stereo not drawn)	4.1	5	0	x	-4	2	1
O=C(c1ccco1)N(CCC(c1ccccc1)c1ccco1)Cc1ccccc1 (stereo not drawn)	x	-1	-1	x	3	-3	4
CO[C@@H](CN(C)C(=O)c1cnccn1)[C@@H](C)CN([C@H](C)CO)S(=O)(=O)c1ccc(C)cc1	-1.9	-1	-10	x	4	-4	-4
CCOC(=O)c1ccc(S(=O)(=O)N2CCN(C(=O)c3nn(C)c(=O)c4ccccc34)CC2)cc1	-0.6	3	-9	x	0	0	-2
Cc1ccc(NS(=O)(=O)c2ccc(/C=C/C(=O)O)cc2)cc1Cl	-0.1	10	-1	x	3	7	1

Additional results follow.
SMILES	F508del corr	Casp6 inh	SIRT5 inh	miR-122 sensor	DENV2 CPE rescue	ERAP1 HTS inh	ERp5 block
CCCCN(CCCC)C(=O)C1CC=CCC1C(=O)O (stereo not drawn)	-0.3	2	0	-2	-5	3	5
COc1ccc(Cc2noc(CN(C)CC(O)c3ccccc3)n2)cc1OC (stereo not drawn)	x	-1	0	x	-1	3	3
C[C@@H]1CCCCO[C@@H](CN(C)C(=O)c2ccncc2)[C@H](C)CN([C@H](C)CO)C(=O)c2cc(NC(=O)c3ccccc3)ccc2O1	2.1	0	0	-2[16.7 µM]	1	2	-7
c1cn2c(-c3ccoc3)cncc2n1	1.6	15	-13	x	-6	16	1
COC(=O)c1cc2c(c3c4ccccc4n(S(=O)(=O)c4ccccc4)c13)C(=O)N(Cc1ccc(C(F)(F)F)cc1)C2	-1.8	-9	x	x	4	-5	0
O=C(Nc1cccc(Cl)c1)c1ccc(Cn2cc(Cl)cn2)cc1	x	3	x	9	-1	-2	2
O=C(C[C@H]1C[C@H]2c3cc(NC(=O)C4CCC4)ccc3O[C@H]2[C@H](CO)O1)NCc1ccc(Cl)cc1	0.5	1	1	-11[16.7 µM]	2	-1	-1
CCCn1c(SCC(=O)Nc2nc(C)cs2)nnc1-c1cccnc1	x	-1	-6	1	x	-6	4
O=C(CCNS(=O)(=O)c1ccccc1)N1CCCC1	-0.3	-2	-4	-4	17	-2	3
O=C(CC(F)(F)F)N1C[C@@H]2[C@H](c3ccccc31)[C@H](CO)N2CC1CCCCC1	-0.8	-1	5	8[16.7 µM]	7	2	-2
Cc1cccc(NC(=S)N(CCCN2CCOCC2)C(C)c2cc3ccccc3o2)c1C (stereo not drawn)	0.5	4	-1	3	0	0	3
Cc1ccc(S(=O)(=O)N(C)C[C@@H]2OCCCC[C@@H](C)Oc3ccc(NS(=O)(=O)c4ccc(Cl)cc4)cc3C(=O)N([C@H](C)CO)C[C@H]2C)cc1	2.2	0	23*	-17[16.7 µM]	-7	0	7
C[C@H]1CN([C@@H](C)CO)C(=O)Cc2cc(NC(=O)Nc3ccc4c(c3)OCO4)ccc2O[C@@H]1CN(C)Cc1ccc(Cl)c(Cl)c1	-1.2	-1	4	4[16.7 µM]	-5	1	1
COc1ccc(C(C(=O)NC2CCCC2)N(Cc2ccccc2)C(=O)c2nsc(Cl)c2Cl)cc1 (stereo not drawn)	0.7	4	-6	36	7	0	4
CC(=O)Nc1ccc(NC(=O)C2CCCN2C(=O)Nc2cccc(F)c2)cc1 (stereo not drawn)	2.5	-1	-3	x	8	-2	-12
Cc1ccccc1NS(=O)(=O)c1csc(C(N)=O)c1	2.5	-1	-3	10	-4	0	4
CC(C)CNC(=O)/C=C/C=C/c1ccc2c(c1)OCO2	-0.7	7	2	0	u	2	4
COc1ccc(C(=O)Nc2ccccc2N2CCOCC2)cc1Br	x	1	12	8	x	2	0
N#Cc1c(Nc2ccccc2)c(/C=N/NCCO)c[nH]c1=O	0.3	1	x	x	5	3	-1
COc1ccc(S(=O)(=O)Nc2ccc3c(c2)C(=O)N([C@@H](C)CO)C[C@H](C)[C@H](CN(C)C(=O)NC(C)C)OCCCC[C@H](C)O3)cc1	-1.8	-1	-2	6[16.7 µM]	u	-2	3
O=C(C[C@H]1CC[C@@H]2[C@H](COC[C@@H](O)CN2C(=O)Nc2ccc(F)cc2)O1)NC1CCC1	1.6	x	x	1[16.7 µM]	1	x	x
COc1ccccc1C1NC(=O)NC(C)=C1C(=O)OC1CCCCC1 (stereo not drawn)	-1.0	0	-2	-6	-9	3	-6
O=C(Nc1ccc(C(=O)N2CCCCC2)cc1)[C@H]1O[C@@H](n2ccc(=O)[nH]c2=O)[C@H](O)[C@@H]1O	0.2	-1	-3	0	2	0	-8
CN(C(=O)c1ccc(NC(=O)Cc2ccc(NC(=O)C3CCCN(C(=O)c4ccccc4)C3)cc2)cc1)C1CCCC1 (stereo not drawn)	-0.7	1	-4	4	-5	-2	2
O=C(C[C@@H]1CC[C@H]2[C@@H](COC[C@@H](O)CN2CCC(F)(F)F)O1)NCC1CC1	-2.7	-8	-2	2[16.7 µM]	-3	-2	1

New compounds follow.
SMILES	F508del corr	Casp6 inh	SIRT5 inh	miR-122 sensor	DENV2 CPE rescue	ERAP1 HTS inh	ERp5 block
COc1ccc(C[C@@H]2CCn3cc(nn3)COC[C@H](C(C)C)NC2=O)cc1	x	4	3	x	-2	0	2
C[C@H]1CN([C@@H](C)CO)C(=O)c2cccc(NS(=O)(=O)c3cn(C)cn3)c2O[C@@H]1CN(C)S(=O)(=O)c1cccs1	-1.4	-3	-4	6[16.7 µM]	11	1	0
Cc1cc(Oc2ccc(=O)n(C)n2)nc(SCC(N)=O)n1	-2.0	-2	0	x	7	0	1
COc1cc(-c2nnc(NC(=O)CS(=O)(=O)c3ccc(Cl)cc3)o2)cc(OC)c1OC	-1.5	0	5	-8	-6	5	-8
O=C(Cc1cccnc1)N[C@@H]1CC[C@@H](CCn2cc(-c3ccccc3F)nn2)O[C@@H]1CO	0.2	2	-1	x	16	2	4
C[C@@H]1CN([C@H](C)CO)S(=O)(=O)c2ccc(C3=CCCCC3)cc2O[C@@H]1CN(C)Cc1ccccn1	0.8	1	1	20[16.7 µM]	-9	1	3
O=C(Nc1cccc(Cl)c1)N[C@H]1CC[C@@H](CCNC(=O)C2CCC2)O[C@@H]1CO	0.8	0	-2	x	-2	4	-10
Cn1cc(S(=O)(=O)N2CCOCC2)cc1C(=O)O	2.5	1	3	-6	-4	-4	-1
CCCCC(CCC(=O)Nc1cccc([N+](=O)[O-])c1)C(=O)O (stereo not drawn)	-0.2	1	3	x	8	-2	-4
O=C(NC(=S)Nc1ccccc1N1CCCCC1)c1ccccc1	x	2	-2	1	2	-4	5
CCOc1cc(N2CCOCC2)c(OCC)cc1NC(=O)Cn1nc(C)c([N+](=O)[O-])c1C	2.0	0	-2	x	0	3	-1
Cc1ccc(C(=O)NC2(C(Cl)Cl)N=C(c3ccccc3)N=C2N)cc1 (stereo not drawn)	1.1	1	-3	-11	4	-7	1
C[C@H]1CCCCO[C@@H](CN(C)C(=O)c2ccccc2)[C@@H](C)CN([C@@H](C)CO)C(=O)c2cc(NS(=O)(=O)c3ccccc3)ccc2O1	-1.7	-3	0	0[16.7 µM]	4	1	4
COc1cccc(C2CCCCN(C)C2=O)c1 (stereo not drawn)	1.3	2	-5	-1	-2	x	1
Cc1ccc(-c2cc(C(=O)OC3CCOC3=O)c3ccccc3n2)c(C)c1 (stereo not drawn)	1.2	3	-2	7	2	-3	3
O=C(C[C@H]1CC[C@@H]2[C@H](COC[C@@H](O)CN2C(=O)Nc2ccc(Cl)c(Cl)c2)O1)NC1CCC1	0.2	2	0	-10[16.7 µM]	4	0	0
COc1ccc(CC(=O)OCC(=O)Nc2ccc(N3CCOCC3)cc2)cc1	2.3	-1	-1	-5	-5	-2	1
Cc1c2ccccc2cc(Cc2ccccc2)[n+]1C	1.5	-3	1	6	1	19	3
COCCNC(=O)NC(=O)CN1CCN(C(c2ccccc2)c2ccccc2)CC1	0.2	-1	0	x	7	-2	-4
